# Giardia killer: Small Molecules that selectively kill Giardia lamblia: qHTS; activity change, % at 7.66 µM, hits read low; Giardia lamblia trophozoite viability; 340,000 compounds, 0.15% hits; AID 540267, 2011; in the data active = activity change below about -80%; inconclusive = between about -30% and that limit;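 note: parasites exposed to compound for two days anaerobically before the ATP read; % is set by controls: 0 for no effect and ±100 for the full control effect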
#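 ATP-content bioluminescence gauges trophozoite survival. Cells (100/well) receive compound and incubate anaerobically for 48 hrs at 37 deg C; detection reagent follows for 15-30 min at room temperature.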
# CXXC DNA block: qHTS Fluorescence Polarization Assay for Inhibitors of MLL CXXC domain - DNA interaction; MLL-CXXC / FITC-HOXA9 DNA fluorescence polarization; Potency, µM (top dose mostly 115 µM), inactives show top-dose activity change, negative = inhibition, hits mostly inhibitors; 290,000 compounds, 0.037% hits; AID 2662, 2010; active = well fitted inhibition curve with a large enough effect in the polarisation, with a control signal flat, not every such curve was filed as active; inconclusive = small, poorly fitted or top-dose-only effect, or effect the other way, or a change in a side signal; inactive = no such curve, though single readings can be large or run the other way; the % refers to the polarisation; note: potency is the fitted concentration of half-maximal effect
#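 Fluorescence polarization: 7 uM MLL-CXXC (stock) preincubated 5 min with compounds, then 50 nM fluorescein-HOX-A9 DNA (stock) added; 30 min ambient. Buffer 50 mM Tris-HCl pH 7.5, 50 mM NaCl, 1 mM DTT, 0.05% BSA.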
# FBPA coupling cs: qHTS Assay for Inhibitors of Fructose-1,6-bisphosphate Aldolase from Giardia Lamblia: Coupling assay counterscreen. 290,000 compounds, 0.67% hits. AID 2472, 2010. coupling enzyme system counterscreen, AmpLite Red fluorescence. activity change, negative = inhibition, % at 58.2 µM, hits read low; in the data active = activity change below about -30%; note: % is set by controls: 0 for no effect and ±100 for the full control effect
#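 Counterscreen lacking aldolase: glyceraldehyde-3-phosphate coupling-enzyme reagent preincubated 10 min at RT with compound (at 57.5 uM final), then substrate/coupling system with AmpLite Red added; fluorescence read at 525/598 nm after 20 min RT.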
# KCNH2 WT inh: qHTS for Inhibitors of KCHN2 3.1: Wildtype qHTS; U2OS, BacMam KCNH2, thallium flux FluxOr; stronger effect = lower value; activity change, % at 1.84 µM; 340,000 compounds, 0.37% hits; AID 720551, 2013;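 active = maximum activity change below -70%; inconclusive = maximum activity change between -70% and -50%; inactive = maximum activity change above -50%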; note: % is set by controls: 0 for no effect and ±100 for the full control effect
#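 U2OS cells transduced with wild-type KCNH2 virus are loaded with FluxOr dye for 45 min, and thallium flux is measured in kinetic reads before and after stimulation buffer. Rate constants are normalized to DMSO controls.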
# TCR activator: Activators of T cell receptors: qHTS campaign | primary human leukocytes, anti-CD3, IL-2 HTRF, 48 h | Potency, µM (series often up to 9.22 µM), for the others: at the highest dose activation of IL-2 secretion, most hits filed as activators | 330,000 tested, under 10 active; note: % of control where 0% means no effect
#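 Primary human leukocytes incubated 48 hr with anti-CD3 beads plus compound, without co-stimulation. Secreted IL-2 measured by HTRF (europium cryptate/d2 anti-IL-2 pair, 320 nm excitation, 665 nm emission).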
# AT treatment: qHTS Assay for Identifying a Potential Treatment of Ataxia-Telangiectasia | […] A-T fibroblasts, KAP-1 phosphorylation AlphaLISA; neocarzinostatin DNA damage 30 min before lysis | Potency, µM (doses to about 57.5 µM), inactives show at the top dose activation, actives largely listed as activators | 320,000 compounds, 0.19% hits; note: potency is the fitted concentration of half-maximal effect; % of control where 0% means no effect; nearly all actives have a fitted effect of over 45% in size
#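 hTERT-immortalized A-T patient fibroblasts ([…]), 500 cells/well in OPTI-MEM, 1% FBS, got compounds for 60 min, then NCS for 30 min at 37C. Lysates were then assayed for phospho-KAP-1 by AlphaLISA (anti-pKAP1 donor, anti-KAP1 acceptor beads), 6 hr at 25C.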
# Tb PFK inh: qHTS Assay to Find Inhibitors of T. brucei phosphofructokinase. ATP-dependent 6-phosphofructokinase (Trypanosoma brucei brucei), O15648. T. brucei PFK, ADP-Glo luminescence. Potency, µM (titrated, usually from 57.5 µM), for the others: top-dose activity, negative = inhibition, most hits filed as inhibitors. 330,000 compounds, 0.17% hits. AID 485367, 2010;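 note: potency is the fitted concentration of half-maximal effect; 0% = uninhibited 1x PFK enzyme wells and -100% = no-enzyme wells; nearly all actives have a fitted effect of over 60% in size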
# Target sequence (O15648 whole entry, looked up): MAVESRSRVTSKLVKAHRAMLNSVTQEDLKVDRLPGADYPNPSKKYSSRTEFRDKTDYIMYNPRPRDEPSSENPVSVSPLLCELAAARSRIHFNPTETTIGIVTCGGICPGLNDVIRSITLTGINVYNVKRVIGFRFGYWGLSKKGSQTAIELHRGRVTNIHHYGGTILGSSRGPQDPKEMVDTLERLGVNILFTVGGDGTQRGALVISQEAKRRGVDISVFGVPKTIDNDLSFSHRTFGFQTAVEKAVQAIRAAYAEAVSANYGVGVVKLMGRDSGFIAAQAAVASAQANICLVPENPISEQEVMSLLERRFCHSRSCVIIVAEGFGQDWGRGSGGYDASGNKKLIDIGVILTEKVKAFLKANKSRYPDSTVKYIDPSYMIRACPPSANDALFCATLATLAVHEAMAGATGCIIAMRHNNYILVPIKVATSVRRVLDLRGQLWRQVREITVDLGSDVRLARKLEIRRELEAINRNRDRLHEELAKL
#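 1.25 nM PFK with 0.5 mM F6P and 0.1 mM ATP in 0.1 M TEA pH 8.0, 5 mM MgCl2, incubated 45 min at room temperature; ADP measured by ADP-Glo luminescence; compounds titrated up to 57 uM.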
# GALK inhibitor: qHTS Assay for Inhibitors of Human Galactokinase (GALK). P51570. Purified GALK, Kinase-Glo residual ATP luminescence. Potency, µM (highest dose often 57.5 µM), for inactives: at the highest dose activity change, negative = inhibition, usual class: inhibitors. 270,000 compounds, 0.007% hits; note: potency is the fitted concentration of half-maximal effect; % is set by controls: 0 for no effect and ±100 for the full control effect
# Target sequence (P51570 whole entry, looked up): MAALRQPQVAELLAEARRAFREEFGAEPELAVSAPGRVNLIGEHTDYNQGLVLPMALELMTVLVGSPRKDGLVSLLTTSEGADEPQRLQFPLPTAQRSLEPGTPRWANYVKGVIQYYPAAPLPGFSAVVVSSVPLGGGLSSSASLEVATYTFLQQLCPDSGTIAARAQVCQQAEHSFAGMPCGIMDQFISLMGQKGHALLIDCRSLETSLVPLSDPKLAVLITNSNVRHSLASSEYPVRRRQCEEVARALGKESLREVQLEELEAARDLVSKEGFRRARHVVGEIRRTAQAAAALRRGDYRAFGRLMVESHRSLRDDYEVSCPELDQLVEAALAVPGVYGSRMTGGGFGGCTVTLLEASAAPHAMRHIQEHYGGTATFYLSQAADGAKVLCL
#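 Kinase-Glo Plus luminescence measured ATP left after a 1 h room-temperature reaction. The reaction used 5 nM GALK, 100 uM galactose and 35 uM ATP at pH 8.0 (20 mM HEPES, 5 mM MgCl2, 60 mM NaCl, 1 mM DTT, 0.01% BSA).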
# TSHR antag: Antagonists of the Thyroid Stimulating Hormone Receptor: HTS campaign | Thyrotropin receptor (Homo sapiens), P16473 | TSHR-expressing cells, TSH-stimulated cAMP HTRF, 2 h; stronger effect = lower value | activity change, negative = inhibition, % at 11.5 µM | 330,000 compounds, 0.2% hits | AID 504810, 2011;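 active = activity change below a set negative limit, meaning inhibition stronger than a set level, cut at about -70% in these data; inconclusive = activity change between two set negative limits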; note: % is set by controls: 0 for no effect and ±100 for the full control effect
#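 Freshly harvested TSHR cells receive pin-tooled compound, then EC80 TSH at 4nM final. After 2 hours at 37 deg C, antibody in lysis buffer and cAMP-d2 are added; 30 minutes at ambient temperature precede the HTRF read.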
# BCR signal inh: qHTS Assay to Find Inhibitors of Chronic Active B-Cell Receptor Signaling; ABC-DLBCL IkBa-CBG/CBR reporter, luminescence ratio, 4 h; Potency, µM (highest dose often 46.1 µM), inactives show top-dose ratio change, negative = lower green/red ratio, hits mostly inhibitors; 340,000 compounds, 0.05% hits; active = well fitted inhibition curve with a large enough effect in the signal ratio, with a control signal flat, not every such curve was filed as active; inconclusive = small, poorly fitted or top-dose-only effect, or effect the other way, or a change in a side signal; the % refers to the signal ratio;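 note: potency is the fitted concentration of half-maximal effect; plate controls were basal doxycycline-induced cells for no effect and cells given 10 µM MG132 for full effect; MG132 reads +100%, hits lower the ratio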
#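 Doxycycline induced both beetle luciferases in TMD8 lymphoma cells; IKK-driven degradation limits the IkappaBalpha-fused green signal, while red luminescence normalises for cell number and nonspecific effects. Compounds tested up to 46 uM, 4 hrs.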
# * marks the source's active call; other numbers are inactive results; ? = inconclusive; . = no result given; & = joins results of further samples; [ ] = another dose, or the depositor's remark. Unless noted, calls come from the whole dose curve; as a rule, active = well fitted curve in the direction sought with a large enough effect; inconclusive = small, poorly fitted or top-dose-only effect, or another doubt; inactive = no such curve, though single readings can be large; an effect the other way counts as inactive or inconclusive.
SMILES,Giardia killer,CXXC DNA block,FBPA coupling cs,KCNH2 WT inh,TCR activator,AT treatment,Tb PFK inh,GALK inhibitor,TSHR antag,BCR signal inh
COc1ccccc1NS(=O)(=O)c1cc(NC(=O)c2ccco2)ccc1N1CCOCC1,?,-2%,-2,13,0%,-4%,-7%,6%,6,-10%
COc1ccc(C(=O)Nc2nnc(Cc3ccc(OC)c(OC)c3)s2)cc1,-13,-5%,-2,-3,-6%,9%,0%,5%,32,9%
CC(C)Oc1ccc(C2CC(=O)N(C)C2=O)cc1 (configuration not stated),-17,-5%,0,6,.,6%,3%,-2%,-5,?
O=C(O)Cc1ccc(S(=O)(=O)Nc2ccccc2C(=O)O)cc1,-5,-4%,2,-15,-14%,1%,2%,0%,3,?
Cc1ccc(OCCCC(=O)Nc2ccc3c(c2)OCO3)cc1,0,2%,0,-16,-1%,12%,-7%,-4%,-2,-1%
COc1ccc2nc(SCC(=O)N(C)CC(=O)Nc3ccc(F)cc3)[nH]c2c1,-7,.,.,-8,0%,8%,-8%,.,-12,-1%
CC(=O)C1=C(C)NC(SCC(=O)c2cc(Cl)ccc2Cl)=C(C#N)C1c1ccco1 (configuration not stated),6,3%,-24,-15,-1%,1%,7%,4%,-14,?
CC1(C)Oc2ccc(C(=O)NC3CCCC3)cc2N(CC(=O)N2CCOCC2)C1=O,2,4%,0,2,-1%,-4%,0%,-2%,12,?
CCOC(=O)c1cc2n(c1/N=C/N(C)C)-c1ccccc1C2=O,?,?,-35*,-4,-1%,.,1%,3%,-15,?
Cc1cccc(-c2noc(CCCC(=O)N3CCOCC3)n2)c1,3,-1%,0,-3,2%,0%,-2%,-6%,0,?
COCCSc1nnc(NC(=O)COc2ccc3c(c2)OCO3)s1,7,-1%,-1,-23,1%,-7%,4%,-1%,-9,?
N#Cc1c(NC(=O)c2cc([N+](=O)[O-])ccc2N2CCOCC2)sc2c1CCCC2,1,7%,-1,-9,-7%[46.1 µM],.,1%,3%,-3,?
CCN(CC)c1ccc(S(=O)(=O)N2CCCCC2)cc1NC(=O)CN1C(=O)NC2(CCCC2)C1=O,-2,.,.,-6,7%,?,3%,.,13,-9%
CCOC(=O)CSc1nnc([C@H](CC(C)C)NC(=O)OC(C)(C)C)o1,-10,-9%,1,12,0%,1%,0%,2%,1,16%
CCCc1ccc(OCc2ccc(C(=O)N/N=C/c3cccc([N+](=O)[O-])c3)o2)c(OC)c1,2,-12%,5,6,-3%,8%,-3%,1%,-5,-5%
CSc1cccc(NC(=O)CSc2ccc(Cl)cc2)c1,3,?,1,-2,2%,2%,-5%,-1%,-13,-8%
CCC(=O)N=C1SC2CS(=O)(=O)CC2N1c1cccc(OC)c1 (configuration not stated),-10,1%,-2,2,-3%,1%,5%,0%,4,-10%
CCOC(=O)c1ccc(CNC(=O)c2cc(C(C)(C)C)oc2C)o1,1,-1%,2,-5,-3%,6%,3%,-3%,-11,?
O=c1c2ccccc2nc(SCc2ccccc2Cl)n1Cc1ccccc1,-3,-5%,0,-7,.,1%,2%,-1%,5,-4%
CCOC1(OCC)N=C(N)C2(C#N)C(c3ccc(NC(C)=O)cc3)C12C#N (configuration not stated),-4,2%,0,4,9%,3%,0%,-4%,-3,-1%
O=C(Cc1ccc(-c2ccccc2)cc1)NC(c1ccccc1)c1ccccc1,-1,31%[activator],4,-5,-1%[46.1 µM],0%,0%,1%,-2,3%
COc1cc(SC)ccc1C(=O)Nc1ccc2ncccc2c1,?,3%,-9,-9,.,1%,1%,0%,-2,?
Cc1ccc(C2c3[nH]c4ccccc4c3C[C@H]3C(=O)N(c4ccccc4C(=O)N4CCC(C(=O)O)CC4)C(=O)N23)cc1 (some centres not stated),13,-16%,7,-5,4%,-3%,-1%,.,-9,-5%
NC(=O)c1ccsc1NC(=O)CSc1nnc(NC2CC2)s1,-7,.,.,11,4%,20%,2%,.,1,-8%
CC(C)(C)C(=O)CN1C2=NCCCN2c2ccccc21,-3,-2%,0,33,7%,2%,7%,-6%,25,6%
CC(C)NC(=O)N(Cc1ccccc1)Cc1cccs1,-9,1%,4,-4,-1%,-3%,-1%,9%,4,-2%
CCCCN(C)CCn1c(=S)[nH]c2ncccc2c1=O,-11,-6%,1,-14,-43%,.,0%,0%,-7,?
Cc1ccc(NC(=O)c2ocnc2C)cc1Cl,-22,-3%,2,22,5%,0%,10%,-1%,-1,-1%
Cc1ccc(NC(=O)CC2Oc3ccccc3NC2=O)c(C)c1 (configuration not stated),1,0%,0,7,-3%,7%,-3%,3%,5,?
Cc1ccc(-c2nnc(OCCN3CCOCC3)c3ccccc23)cc1,2,-1%,-1,11,5%,2%,2%,7%,-11,0%
Cc1ccccc1NC(=O)c1ccc(-c2ccc(Cl)cc2Cl)o1,13,7%,-1,1,-4%,1%,2%,0%,-22,?
Fc1ccc(-c2nnc3n2CCCCC3)cc1,-16,1%,2,-4,-3%,-3%,2%,1%,4,1%
CCN(CC)CCCN(Cc1cc2cc(OC)c(OC)cc2[nH]c1=O)C(=O)Nc1ccccc1,0,6%,0,1,0%,3%,-2%,0%,-2,?
N#C/C(=C\c1coc2ccc(O)cc2c1=O)C(=O)Nc1nc2ccccc2s1,-2,?,5,14,-3%,-3%,-3%,?,-20,?
CCc1nn(C(CC)C(=O)NCCCN2CC(C)CC(C)C2)c(=O)c2cc3oc(C)cc3n12 (configuration not stated),-3,1%,.,7,1%,4%,3%,-4%,-3,1%
NS(=O)(=O)c1ccc(NC(=O)c2ccc(CNS(=O)(=O)c3cc(C(F)(F)F)ccc3Cl)cc2)cc1,3,-10%,0,0,1%,6%,-4%,2%,5,-4%
O=C(COC(=O)[C@@H]1CC(O)CN1S(=O)(=O)c1ccccc1[N+](=O)[O-])c1ccccc1 (some centres not stated),8,5%,0,2,4%,-3%,1%,-2%,31,11%
COc1ccccc1CNS(=O)(=O)c1c(C(=O)N2CCCCCC2)c(C)n(C)c1C,0,9%,-1,4,-4%,0%,0%,0%,-17,10%
CC(C)(C)NC(=O)c1ccc2c(c1)C1C3CCC(C3)C1C(c1ccccc1)N2 (configuration not stated),-16,12%,0,11,1%[46.1 µM],-1%,0%,-2%,-20,0%
CCCn1c(=O)c2[nH]c(C3CCCC3)nc2n(CCC)c1=O,-4,8%&0%,11&1&-1,1,-6%,-6%,-3%,-1%,-10&-48,?
CCOc1ccccc1NC(=O)COC(=O)c1cccc(-c2ccc(OC(C)=O)cc2)c1,24,21%,-3,11,-3%[46.1 µM],-1%,4%,2%,-22,-19%
CC(C(=O)Nc1ncc2c(n1)CC(C)(C)CC2=O)N1C(=O)c2ccccc2C1=O (configuration not stated),6,1%,3,-5,-2%,1%,3%,9%,2,3%
CCOC(=O)/C(=N/Nc1ccccc1)Sc1nnc(CCc2ccccc2)n1-c1ccccc1,-3,6%,1,-2,-12%[46.1 µM],1%,-7%,1%,-3,-13%
CCCCC1OC23CCCCC2C(C#N)(C#N)C1(C#N)C(=N)O3 (configuration not stated),-5,7%,-45*,3,2%[46.1 µM],.,-1%,2%,1,5%
O=C(CSc1nc2ccccc2o1)Nc1nc(-c2ccccc2)c(-c2ccccc2)s1,-9,12%,2,-2,1%[46.1 µM],-1%,0%,0%,-10,?
COc1cc(C2CC(=O)Nc3n[nH]c(-c4ccccc4)c32)cc(OC)c1OC (configuration not stated),17,-14%,2,4,0%,-23%,-6%,0%,3,-9%
COc1ccc(C(=O)Nc2oc(-c3ccccc3)c(-c3ccccc3)c2C#N)cc1,20,-3%,5,0,-1%,6%,-7%,2%,-21,17%
